Bioassay records deposited in PubChem BioAssay by Sanford-Burnham Center for Chemical Genomics.
SENP7 block – SENP7 protease inhibition | recombinant SENP7, Z-RLRGG-aminoluciferin luminescence, 40 min | 330,000 compounds, 1.5% hits | AID 434973 | inhibition, % at 5 µM;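 active = inhibition above about 50% at the single test dose, limit read from the data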;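 also: plate controls were DMSO with enzyme for no effect and no enzyme buffer wells for full effect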
Target sequence (Q9BQF6 706-1050 limits assumed): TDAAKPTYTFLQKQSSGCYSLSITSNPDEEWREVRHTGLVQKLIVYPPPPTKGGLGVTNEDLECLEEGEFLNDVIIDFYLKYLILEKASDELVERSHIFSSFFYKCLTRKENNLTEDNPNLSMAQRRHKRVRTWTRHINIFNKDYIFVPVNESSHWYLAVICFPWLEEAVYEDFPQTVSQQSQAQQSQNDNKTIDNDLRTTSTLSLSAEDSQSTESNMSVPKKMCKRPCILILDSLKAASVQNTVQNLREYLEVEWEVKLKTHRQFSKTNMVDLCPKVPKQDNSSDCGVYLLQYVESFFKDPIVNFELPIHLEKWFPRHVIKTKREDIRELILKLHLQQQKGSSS
SENP6 inh – blocks the human protease SENP6; 330,000 compounds, 1.8% hits; Q9GZR1; Recombinant SENP6 catalytic domain, aminoluciferin luminescence; inhibition, % at 10 µM;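 active = inhibition above about 50% at the single tested dose, limit read from the data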;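 also: plate controls were DMSO wells with enzyme for no effect and DMSO wells lacking enzyme for full effect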
Target sequence (Q9GZR1 628-1112 limits assumed): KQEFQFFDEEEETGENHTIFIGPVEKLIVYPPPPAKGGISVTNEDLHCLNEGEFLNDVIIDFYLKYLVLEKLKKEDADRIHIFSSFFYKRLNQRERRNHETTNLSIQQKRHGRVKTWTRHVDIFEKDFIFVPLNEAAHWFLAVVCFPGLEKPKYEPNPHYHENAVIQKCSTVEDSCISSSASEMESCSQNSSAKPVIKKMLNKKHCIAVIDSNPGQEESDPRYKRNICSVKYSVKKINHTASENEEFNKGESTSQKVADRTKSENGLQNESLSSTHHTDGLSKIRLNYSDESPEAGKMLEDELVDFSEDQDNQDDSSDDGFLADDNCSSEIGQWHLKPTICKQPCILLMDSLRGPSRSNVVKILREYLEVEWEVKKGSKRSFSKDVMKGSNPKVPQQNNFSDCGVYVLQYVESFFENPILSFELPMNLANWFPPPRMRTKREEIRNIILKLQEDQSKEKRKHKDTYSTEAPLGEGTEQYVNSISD
SENP8 block-1 – inhibitors of human SENP8 protease; inhibition, % at 20 µM; recombinant SENP8, Nedd8 substrate fluorescence; 360,000 compounds, 0.64% hits; Q96LD8; AID 602440; in the data active = inhibition mostly above about 40%, no sharp cut-off; inactive = mostly below about 27%
SENP8 block-2 – blocks the human protease SENP8. Q96LD8. purified SENP8, Z-RLRGG-aminoluciferin cleavage, luminescence. 330,000 compounds, 1.2% hits. AID 2540. inhibition, % at 10 µM; in the data active = inhibition above about 50%
SENP1 FRET inh – SENP1 (human) catalytic domain inhibition; AID 624204; recombinant SENP1 catalytic domain, CyPet-SUMO1-YPet FRET cleavage; 360,000 compounds, 0.21% hits; inhibition, % at 10 µM; Q9P0U3;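 active = inhibition at least 30% at 10 µM, raw YFP signal under a set limit, fluorescence ratio 0.5 to 1.5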;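 also: 0% = enzyme with DMSO and 100% = no enzyme wells; some results filed as inactive read as strong as hits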
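material = recombinant human SENP1 catalytic domain, His6-tagged | quantity = 20 pM enzyme | reagent = 25 nM SUMO1 FRET substrate | compound dosing = 10 µM single point, 0.5% DMSO | timing = 50 min enzyme reaction, room temperature, light-protected | detection = FRET, CFP and YFP emission | control set = no-enzyme low, enzyme-DMSO high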
Apaf1 inhib – inhibitors of human Apaf-1 apoptosome; inhibition, % at 20 µM; reconstituted apoptosome caspase-3 activity, DEVD-Rh110 fluorescence; O14727; 330,000 compounds, 0.71% hits; active = inhibition of at least 40% at 20 µM;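 also: plate controls were DMSO wells for no effect and DEVD-CHO caspase inhibitor wells for full effect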
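Assay system: Apoptosome proteins | Medium: pH 7.5 Hepes buffer with CHAPS, BSA, DTT | Also added: Cytochrome c and DEVD-Rh110 substrate | Times: 30 min plus 50 min, RT | Detection: Rhodamine 110 fluorescence at Ex 480/Em 540 nm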
A3G deaminase – inhibitors of human APOBEC3G DNA deaminase | Q9HC16 | 330,000 compounds, 0.28% hits | recombinant A3G, ssDNA deamination FAM/TAMRA fluorescence | AID 493012 | inhibition, % at 20 µM;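 active = inhibition of at least 40% at 20 µM, with no more than 30% in the related APOBEC3A deaminase screen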;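 also: plate controls were DMSO wells with A3G for no effect and wells lacking A3G enzyme for full effect; some compounds called inactive have numbers as strong as hits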
UBC13 inh – human UBC13 polyubiquitination inhibition. P61088. UBC13 polyubiquitin chain formation, TR-FRET. inhibition, % at 20 µM. 330,000 compounds, 0.47% hits. AID 485273; in the data active = inhibition above about 45%, passing the limit was not always enough
Target sequence (P61088 whole entry, looked up): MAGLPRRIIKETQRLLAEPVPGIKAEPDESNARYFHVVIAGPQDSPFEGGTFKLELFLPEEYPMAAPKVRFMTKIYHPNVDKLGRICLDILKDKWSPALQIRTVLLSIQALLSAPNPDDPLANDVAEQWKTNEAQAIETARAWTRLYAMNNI
Numbers without * were called inactive; . = not tested or not shown; & = joins results of further samples.

SMILES | SENP7 block | SENP6 inh | SENP8 block-1 | SENP8 block-2 | SENP1 FRET inh | Apaf1 inhib | A3G deaminase | UBC13 inh
CC(NC(=O)C12CC3CC(CC(O)(C3)C1)C2)c1ccc(Cl)cc1Cl (stereo unspecified) | 8 | -33 | 4 | -1 | 1 | 4 | -14 | 6
Cc1nn(Cc2ccccc2)c(Cl)c1C(=O)OCc1nnc(-c2ccccc2)o1 | -2 | 1 | 14 | -13 | 3 | 23 | -2 | 13
CCCN(CCC)CCNC(=O)C1(O)c2ccccc2NC(=O)N1c1cccc(OC)c1 (stereo unspecified) | -1 | 0 | 19 | -5 | 1 | -1 | -3 | 3
Clc1cccc(N2CCN(c3ncnc4nc[nH]c34)CC2)c1 | 43 | 17 | 22 | 9 | 1 | -1 | -3 | -6
O=C(NCCc1c[nH]c2ccccc12)/C(=C\c1cccnc1)NC(=O)c1ccccc1Br | 4 | -8 | 6 | 1 | 4 | 2 | 2 | 6
COc1cccc(-n2c(SCC(=O)NC3CCCC3)nnc2-c2ccco2)c1 | -12 | -7 | 31 | -9 | -2 | 1 | -8 | -8
O=C(NCCC1=CCCCC1)C1CCN(S(=O)(=O)c2ccccc2)CC1 | 3 | 2 | 12 | 6 | 2 | 1 | -7 | 0
Cc1ccc(N2CCN(C(=S)Nc3ccccc3C)CC2)cc1 | 7 | -6 | 12 | 3 | 6 | -12 | -10 | -1
CC(C)N(Cc1nc(-c2ccccc2)no1)C(=O)c1ccc2c(c1)OCO2 | -1 | 7 | -1 | 2 | 1 | -7 | -4 | 6
COc1ccc(C(=O)OCC(=O)NCc2ccco2)cc1OC | -5 | -15 | 1 | 2 | 0 | -11 | 11 | 3
Cn1cc(C(=O)N2CCN(c3ccccc3)CC2)c(=O)c2cc(S(=O)(=O)N3CCCC3)ccc21 | 5 | -2 | 20 | 0 | 1 | 0 | -5 | -12
CC(C)C(C(=O)NCc1ccco1)N(CC1CCCO1)C(=O)CNS(=O)(=O)c1ccccc1 (stereo unspecified) | -1 | -17 | 9 | -1 | 0 | -2 | -1 | 7
CCOc1ncccc1C(=O)OCC(=O)NCCc1ccc(OC)cc1 | -5 | 4 | 15 | -9 | 0 | 4 | -5 | -1
COC(=O)c1ccc(OC)c(CN2CCCN(Cc3cc(C)ccc3C)S2(=O)=O)c1 | -5 | -5 | 13 | -1 | 2 | 18 | -10 | 2
CC(=O)Nc1nnc(SCC(=O)NCc2ccc3c(c2)OCO3)s1 | -5 | -19 | 13 | 0 | 1 | -3 | -7 | 2
CCOC(=O)c1c(C)nc(-c2ccccc2)nc1N | 7 | -13 | -68 | -10 | 3 | 12 | 3 | 12
C=CCNC(=O)c1onc(CSc2cc(C)ccc2C)c1C(=O)O | -5 | -2 | 10 | -7 | 3 | -8 | -5 | -7
CC1(C)OC(C)(C)/C(=C/Nc2ccccc2)C1=O | -2 | -13 | -10 | -7 | 0 | -12 | -2 | -11
O=C(NCC1CCCCC1)c1cccc(S(=O)(=O)NCc2cccnc2)c1 | 4 | -6 | 19 | -2 | 1 | -12 | -11 | -10
Cc1nc(-c2ccccc2)sc1-c1ccnn1C | 7 | -4 | -420 | -5 | 1 | 0 | -9 | 20
CSc1ccccc1OCc1cc(C(=O)N2CCN(C3CCCC3)C(=O)C2)no1 | -8 | -9 | 0 | 2 | 1 | 5 | -2 | 2
CCOC(=O)C1=C(C)N(c2ccccc2)C(=O)/C1=C\c1ccc(O)c(OC)c1 | 4 | 11 | 4 | -6 | -15 | -3 | 66* | -51
COc1cc2c(cc1NC(=S)Nc1cccc(C)c1)oc1ccccc12 | 10 | -1 | -279 | -2 | 2 | -4 | 1 | -2
CC1CCN(C(=S)c2cccc([N+](=O)[O-])c2)CC1 | -3 | 3 | 27 | 2 | 2 | 4 | -2 | 8
CC(C)(C)S(=O)(=O)c1cnc(N2CCCCC2)nc1N | 3 | -17 | 19 | -6 | 0 | -13 | 4 | 6
NS(=O)(=O)c1ccc(CCNc2nc(C(F)(F)F)nc3ccccc23)cc1 | -3 | -16 | 8 | -9 | -6 | 15 | 1 | 0
Fc1cccc(/C=N/n2c(C3CCCCC3)n[nH]c2=S)c1 | -2 | -1 | 19 | -1 | 2 | 4 | 4 | 0
COc1cccc(CN(C(=O)c2ccccc2Br)C2CCS(=O)(=O)C2)c1 (stereo unspecified) | 5 | 2 | 15 | 7 | 1 | 7 | -2 | 0
CCOC(=O)COc1cc(=O)n(CC)c2ccccc12 | 6 | 6 | 17 | 7 | 3 | 2 | -1 | 8
CCC1CCC2(CC1)NC(=O)N(CC(=O)NCc1ccc(Cl)cc1)C2=O (stereo unspecified) | -21 | -17 | -4 | -14 | 4 | 15 | -7 | -4
CCCC(=O)Nc1ccc(NC(=O)c2ccco2)c(OC)c1 | 2 | -24 | 8 | 2 | 2 | -32 | -5 | -2
CN(C(=S)NC(=O)c1ccc(F)cc1)C1CCCCC1 | -2 | 15 | 16 | 3 | 3 | 2 | -7 | 10
COc1ccc(S(=O)(=O)NC(C)C(=O)NCc2ccccn2)cc1Cl (stereo unspecified) | -8 | -13 | 10 | -7 | 1 | 15 | -4 | -2
COc1ccc(-n2c(=O)c3ccccc3n(CC(=O)NC3CCCCC3)c2=O)cc1 | 4 | 8 | 11 | 2 | -2 | -2 | 3 | 1
Cc1ccc(OCC(=O)NCCNC(=O)c2ccc(C)nc2)cc1 | -5 | 5 | -1 | -8 | 2 | -5 | -9 | -7
COc1ccc(CNC(=O)[C@H](C)NC(=O)N2CCn3c2nc2ccccc23)cc1 | 3 | -11 | 5 | 6 | 0 | -12 | -4 | -1
COc1cccc(/C(C)=N/Nc2ccc(S(=O)(=O)N3CCCCC3)cn2)c1 | 7 | 6 | -36 | -2 | 1 | 18 | -1 | 4
O=C(NO)c1ccccc1O | 2 | -6 | -5 | 6 | 1 | -14 | -8 | 17
CCCn1c(N)c(C(=O)CSc2nnc(C3CC3)n2Cc2ccccc2)c(=O)n(C)c1=O | -11 | -2 | 7 | -4 | 0 | 1 | -7 | -14
CCCCCn1c(SCCC(C)C)nc2c1c(=O)[nH]c(=O)n2C | -6 | -6 | 2 | -12 | 3 | 24 | 2 | 12

The last 2 records of the section before open the next one:
SMILES | SENP7 block | SENP6 inh | SENP8 block-1 | SENP8 block-2 | SENP1 FRET inh | Apaf1 inhib | A3G deaminase | UBC13 inh
CCCn1c(N)c(C(=O)CSc2nnc(C3CC3)n2Cc2ccccc2)c(=O)n(C)c1=O | -11 | -2 | 7 | -4 | 0 | 1 | -7 | -14
CCCCCn1c(SCCC(C)C)nc2c1c(=O)[nH]c(=O)n2C | -6 | -6 | 2 | -12 | 3 | 24 | 2 | 12
N#Cc1c(-c2ccccc2)cc(-c2ccccc2)[nH]c1=O | -1 | -30 | -284 | -8 | -47 | 10 | -3 | 29
CC1=NN(C(C#N)c2ccccc2O)C(C)(C)C1 (stereo unspecified) | 2 | 9 | 43* | -7 | 1 | 5 | 0 | -5
CCOc1cc(N2CCOCC2)c(OCC)cc1NC(=O)CN1C(=O)NC2(CCc3ccccc32)C1=O (stereo unspecified) | 10 | -3 | 26 | -1 | 2 | 10 | -1 | -6
Cc1nnc(SCC2CCCO2)n1-c1ccccc1 (stereo unspecified) | -11 | 1 | 8 | -1 | 1 | -3 | -5 | -12
Nc1nnc(CC(=O)N/N=C/c2cccc([N+](=O)[O-])c2)s1 | -1 | -9 | 18 | 2 | 3 | -8 | 0 | 2
Cc1cc(COc2ccccc2OCCN2CCN(C)CC2)no1 | -8 | -16 | 14 | 6 | 2 | -7 | -2 | -2
CCCOc1ccc(Cc2c(O)nc(SC)[nH]c2=O)cc1 | 2 | 1 | 6 | -7 | -2 | -7 | 4 | -4
COCCNS(=O)(=O)c1cc(C)c(C)cc1C | 2 | -10 | 12 | -4 | 0 | -2 | -8 | 3
Cc1ccc2c(c1)CCCN2C(=O)CSc1ccccc1 | 2 | 6 | -2 | 5 | -1 | 19 | 0 | 3
CC1CCN(C(=O)CSc2nnc(-c3ccccc3F)o2)CC1 | -3 | -14 | -5 | -11 | -1 | 4 | -8 | -4
CC(C)(C)C(=O)N1CCN(c2ccc([N+](=O)[O-])cc2Cl)CC1 | 7 | -10 | 33 | 2 | 1 | 1 | 3 | 3
COc1ccc(OC)c(/C=C/C(=O)OCC(=O)N2C(C)CCCC2C)c1 (stereo unspecified) | -12 | -4 | -469 | -11 | -38 | 9 | 8 | -10
CN1CCN(C(c2cc3cc4c(cc3[nH]c2=O)OCCO4)c2nnnn2C2CCCC2)CC1 (stereo unspecified) | -1 | 3 | . | 5 | . | -8 | -9 | 14
COc1ccc(S(=O)(=O)N2CCCCCC2)cc1C(=O)NCCc1ccccc1 | 6 | -5 | -5 | -2 | 0 | 47* | 3 | 10
CCOC(=O)COc1cc(Br)c(C2NC(=O)NC(C)=C2C(C)=O)cc1OCC (stereo unspecified) | 7 | -1 | 2 | 7 | -2 | 0 | -1 | -2
Clc1ccccc1Oc1cnc2ccccc2n1 | 0 | 6 | 6 | -15 | -9 | -1 | -2 | 3
COc1ccc(NC(=O)c2ccc(CNc3c(NC4CCCCC4)c(=O)c3=O)cc2)c(OC)c1 | 4 | 13 | 6&-8 | 1 | 3&-2 | 5 | -6 | -16

Among those listed so far, these contain an aryl thioether with sulfur outside any ring:
SMILES | SENP7 block | SENP6 inh | SENP8 block-1 | SENP8 block-2 | SENP1 FRET inh | Apaf1 inhib | A3G deaminase | UBC13 inh
COc1cccc(-n2c(SCC(=O)NC3CCCC3)nnc2-c2ccco2)c1 | -12 | -7 | 31 | -9 | -2 | 1 | -8 | -8
CC(=O)Nc1nnc(SCC(=O)NCc2ccc3c(c2)OCO3)s1 | -5 | -19 | 13 | 0 | 1 | -3 | -7 | 2
C=CCNC(=O)c1onc(CSc2cc(C)ccc2C)c1C(=O)O | -5 | -2 | 10 | -7 | 3 | -8 | -5 | -7
CSc1ccccc1OCc1cc(C(=O)N2CCN(C3CCCC3)C(=O)C2)no1 | -8 | -9 | 0 | 2 | 1 | 5 | -2 | 2
CCCn1c(N)c(C(=O)CSc2nnc(C3CC3)n2Cc2ccccc2)c(=O)n(C)c1=O | -11 | -2 | 7 | -4 | 0 | 1 | -7 | -14
CCCCCn1c(SCCC(C)C)nc2c1c(=O)[nH]c(=O)n2C | -6 | -6 | 2 | -12 | 3 | 24 | 2 | 12
Cc1nnc(SCC2CCCO2)n1-c1ccccc1 (stereo unspecified) | -11 | 1 | 8 | -1 | 1 | -3 | -5 | -12
CCCOc1ccc(Cc2c(O)nc(SC)[nH]c2=O)cc1 | 2 | 1 | 6 | -7 | -2 | -7 | 4 | -4
Cc1ccc2c(c1)CCCN2C(=O)CSc1ccccc1 | 2 | 6 | -2 | 5 | -1 | 19 | 0 | 3
CC1CCN(C(=O)CSc2nnc(-c3ccccc3F)o2)CC1 | -3 | -14 | -5 | -11 | -1 | 4 | -8 | -4
